ALOX12 inh: blocks human arachidonate 12S-lipoxygenase; P18054; purified 12hLO, xylenol orange hydroperoxide absorbance; actives 1.1% (n = 580,000); Potency, µM (series often up to 108 µM), inactives show at the top dose activity change, negative = inhibition, hits mostly inhibitors; active = well fitted inhibition curve with a large enough effect; inconclusive = small, poorly fitted or top-dose-only effect, or another doubt; inactive = no such curve, though single readings can be large or run the other way; note: potency is the fitted concentration of half-maximal effect
Target sequence (P18054 whole entry, looked up): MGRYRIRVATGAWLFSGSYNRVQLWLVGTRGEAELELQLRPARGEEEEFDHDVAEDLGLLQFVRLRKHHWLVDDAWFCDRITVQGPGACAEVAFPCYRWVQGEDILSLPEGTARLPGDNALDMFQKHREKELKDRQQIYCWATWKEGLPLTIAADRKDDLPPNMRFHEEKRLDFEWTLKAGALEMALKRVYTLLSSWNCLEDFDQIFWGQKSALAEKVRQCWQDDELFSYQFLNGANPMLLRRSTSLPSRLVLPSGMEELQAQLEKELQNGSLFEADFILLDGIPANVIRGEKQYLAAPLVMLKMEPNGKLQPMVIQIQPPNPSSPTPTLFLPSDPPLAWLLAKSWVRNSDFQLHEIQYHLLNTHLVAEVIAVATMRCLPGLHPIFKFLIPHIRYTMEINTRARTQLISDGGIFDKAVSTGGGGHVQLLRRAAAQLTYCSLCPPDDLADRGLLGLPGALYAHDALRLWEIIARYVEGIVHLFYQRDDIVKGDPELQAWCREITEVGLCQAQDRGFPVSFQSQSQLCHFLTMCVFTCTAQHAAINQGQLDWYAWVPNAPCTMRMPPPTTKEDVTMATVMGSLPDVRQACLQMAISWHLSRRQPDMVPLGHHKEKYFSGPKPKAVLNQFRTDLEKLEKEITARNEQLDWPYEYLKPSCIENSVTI
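Purified human 12hLO (150 nM final) in 25 mM Hepes, 0.01% Triton X-100, pH 7.0 was preincubated 15 min at room temperature with compound. Then 40 uM arachidonic acid was added, 30 min. Hydroperoxide was read by Fe-XO absorbance ratio 573/405 nm.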
LDHA block: inhibitors of human lactate dehydrogenase A | purified LDHA, NADH/diaphorase-resazurin fluorescence; active compounds read low | AID 1347041 | actives 0.15% (n = 480,000) | activity change, % (values are at about 110 or 230 µM) | P00338; in the data active = activity change below about -30%; inconclusive = mostly about -25% to -30%;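 note: plate controls were DMSO wells for no effect and wells without enzyme for full effect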
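Human LDH5 at 2 nM final in Tris HCl pH 7.4 with 0.06 mM NADH and 0.2 mM pyruvate, reacted 5 minutes at room temperature. Remaining NADH coupled via diaphorase/resazurin; resorufin fluorescence read at 0 and 20 minutes, normalized to enzyme-free and DMSO wells.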
Starred values were filed as active, the others as inactive; ? = inconclusive; [ ] = dose if it differs, or a comment. Unless noted, % is set by controls: 0 for no effect and ±100 for the full control effect. A portion of the library. The share of hits here may be higher or lower than overall.

The opening 7 entries as a preview:
SMILES	ALOX12 inh	LDHA block
O=C(Nc1ccc(C(=O)N2CCOCC2)cc1)c1cc(-c2ccc(Cl)s2)nc2ccccc12	?	-8
Cc1nc2ccccc2c(C)c1CC(=O)NCCc1ccccc1F	18µM*	-12
COc1ccc(CN(C)CC(O)COc2ccccc2C(C)C)cc1OC (stereo unspecified)	?	-7
COc1ccc2oc(=O)c(C(=O)NCCc3c(C)[nH]c4ccc(OC)cc34)cc2c1	20%	-2
CC1(C(=O)NS(=O)(=O)c2cccc(OC(F)F)c2)CCN1C(=O)Cc1ccsc1 (stereo unspecified)	?	-3
CCC(C)(C)C1CCC(NC(=O)CNC(=O)CNC(C)=O)CC1 (stereo unspecified)	6%	7
O=C1CCCC2=C1C(c1ccc(Cl)cc1)CC(=O)N2c1ccccc1F (stereo unspecified)	?	12

The list itself, from the first entry:
SMILES	ALOX12 inh	LDHA block
O=C(Nc1ccc(C(=O)N2CCOCC2)cc1)c1cc(-c2ccc(Cl)s2)nc2ccccc12	?	-8
Cc1nc2ccccc2c(C)c1CC(=O)NCCc1ccccc1F	18µM*	-12
COc1ccc(CN(C)CC(O)COc2ccccc2C(C)C)cc1OC (stereo unspecified)	?	-7
COc1ccc2oc(=O)c(C(=O)NCCc3c(C)[nH]c4ccc(OC)cc34)cc2c1	20%	-2
CC1(C(=O)NS(=O)(=O)c2cccc(OC(F)F)c2)CCN1C(=O)Cc1ccsc1 (stereo unspecified)	?	-3
CCC(C)(C)C1CCC(NC(=O)CNC(=O)CNC(C)=O)CC1 (stereo unspecified)	6%	7
O=C1CCCC2=C1C(c1ccc(Cl)cc1)CC(=O)N2c1ccccc1F (stereo unspecified)	?	12
Cc1ccc(CN2C(=O)C3(c4ccccc42)N(c2ccc(C)c(C)c2)C(=O)CS3(=O)=O)cc1 (stereo unspecified)	0%	1
CC(C)(C)c1[nH]c2ccc(F)cc2c1C=O	9%	3
Cc1ccc(Oc2ccccc2NC(=O)c2ccncc2)cc1	0%	-4
CC(=O)N1CCN(c2oc(/C=C/c3ccc(Cl)cc3)nc2C#N)CC1	-13%	2
CC(Oc1ccc(F)cc1Cl)C(=O)NN (stereo unspecified)	38%[activator]	0
CC(/C=C/c1ccccc1)=N\OC(=O)c1ccc(Cl)cc1Cl	-4%	-2
Cc1ccc(C2N3CC4(C)CN2CC(C)(C3)C4=O)cc1 (stereo unspecified)	12%	3
Oc1ccc(N=Cc2cccc3ccccc23)cc1	?	71
COC(=O)c1c(NC(=O)c2nc3nc(C)cc(C(F)F)n3n2)sc2c1CCCC2	0%	-1
CCC(=O)N1CCN(c2oc(/C=C/c3ccc(OC)cc3)nc2C#N)CC1	0%	8
COc1cccc(NC(=O)CSc2nc3c(=O)[nH]cnc3n2-c2ccc(C)cc2)c1	14%	-8
O=C(COc1cccc(-n2cnnn2)c1)NC1CCCC1	12%	10
Cc1nc2cc(NC(=O)C3CC(=O)N(C4CCCC4)C3)ccc2o1 (stereo unspecified)	0%	15
Cc1ccc2c(Cn3nnc(-c4ccc(F)cc4)n3)cc(=O)oc2c1C	?	3
CCC(C)(C)NC(=O)c1ccccc1OCc1ccc(Cl)cc1	-3%	8
CC(Sc1nc2cc(Cl)ccc2s1)C(=O)NCc1ccc2c(c1)OCO2 (stereo unspecified)	-29%	-1
COc1ccccc1C1(c2ccc(O)cc2)CCCC1	?	14
O=C(Nc1ccccc1)Nc1nnc([C@@H]2C[C@H](O)[C@@H](CO)O2)s1	1%	-4
O=C(Nc1ccc(F)cc1F)c1nn(Cc2ccccc2)c(=O)c2ccccc12	7%	-1
COc1ccccc1N(CCC#N)C(=O)CN(C)CC(=O)Nc1ccccc1Cl	?	3
Cc1sc(NC2CCCC2)nc1-c1ccc(NS(C)(=O)=O)cc1	?	-1
O=C(O)c1cc(C2CC2)nc2c1c(=O)[nH]c(=O)n2C1CC1	?	-6
Cc1ccccc1C(C)NC(=O)c1nn(C)c(=O)c2ccccc12 (stereo unspecified)	-18%	7
Cc1nc(SCC(=O)Nc2cccc(S(=O)(=O)N3CCCC3)c2)n(C2CCCCC2)c1C	6%	7
OC[C@H]1O[C@H](c2nc(-c3nc(-c4cccc(-n5cccc5)c4)no3)cs2)C[C@@H]1O	10%	-11
COC(=O)C[C@H]1CC[C@@H](NC(=O)c2ccncc2)[C@@H](CO)O1	6%	-6
Fc1c(F)c(F)c(N=Cc2ccsc2)c(F)c1F	2%	12
Cc1cc(NC(=O)COC(=O)C2(c3ccccc3)CC2)no1	-25%	2
CC(O)CNS(=O)(=O)c1ccc(-c2ccc(S(=O)(=O)NCC(C)O)cc2)cc1 (stereo unspecified)	?	2

Record cards, as listed above. Order of screens: ALOX12 inh, LDHA block
COC(=O)C[C@H]1CC[C@@H](NC(=O)c2ccncc2)[C@@H](CO)O1 across the screens: 6%, -6
Oc1ccc(N=Cc2cccc3ccccc23)cc1 across the screens: ?, 71
CC1(C(=O)NS(=O)(=O)c2cccc(OC(F)F)c2)CCN1C(=O)Cc1ccsc1 (stereo unspecified) across the screens: ?, -3
O=C(Nc1ccccc1)Nc1nnc([C@@H]2C[C@H](O)[C@@H](CO)O2)s1 across the screens: 1%, -4
Fc1c(F)c(F)c(N=Cc2ccsc2)c(F)c1F across the screens: 2%, 12

(list continues)
SMILES	ALOX12 inh	LDHA block
Cc1cccc(C)c1N1C(=O)c2ccccc2NC(=O)C1C(=O)Nc1ccc2c(c1)OCCO2 (stereo unspecified)	1%	4
CCC(=O)N1CCCC(C(=O)NS(=O)(=O)c2cc(C)c(Cl)cc2C)CC1 (stereo unspecified)	-2%	1
CCCNC(=O)c1ccc2nc(-c3ccc(C)cc3)cc(OC)c2c1	4%	-7
CCNC(=O)NC(=O)C(C)Sc1ccc(F)cc1 (stereo unspecified)	-4%	5
CS(=O)(=O)Cc1ccc(C(=O)Nc2cc(F)ccc2F)cc1	5%	4
Cc1cc(C(=O)N2CCN(S(=O)(=O)c3ccc(Cl)cc3)CC2)on1	?	-8
Cc1ccc(CN(c2ccc(C(=O)NCc3ccccc3C)cc2)S(C)(=O)=O)cc1	?	-3
O=c1oc2ccc(Cl)cc2cc1S(=O)(=O)N1CCCC1	22%	-12
COc1ccc2nc(Nc3nc(-c4ccc(OC)c(OC)c4)cc(=O)[nH]3)nc(C)c2c1	0%	3
CNC(=O)c1cccc(NC(=O)C2CCCCC2)c1	10%	5
N#Cc1cnn2c1NC1=C(C(=O)CCC1)C2c1ccccc1 (stereo unspecified)	19%	3
CCCC(C)NC(=O)C1CCN(C(C)=O)CC1 (stereo unspecified)	-6%	-1
Cc1cccc(C)c1-n1nnnc1C1c2ccccc2C(=O)N1CCc1ccccc1F (stereo unspecified)	-6%	-2
CN(C)c1ccc(S(=O)(=O)N2CCCCC2)cc1NCC(=O)Nc1ccc(N2CCCC2)cc1	?	10
COc1ccc(-c2ccc(C(=O)Nc3ccc4c(c3)OCO4)c3occc23)c(C)c1	5%	-1
Nc1ccc(N=Cc2ccc(Cl)cc2Cl)cc1Cl	?	9
Cc1cccc(NS(=O)(=O)c2ccc3c(c2)CCN3S(C)(=O)=O)c1C	-8%	8
COc1cccc(/C=C(/C#N)C(=O)c2c(Cl)cccc2Cl)c1	7.1µM*	-19
CC(C)CN1CCOC(CNC(=O)C2CCN(c3nc4ccccc4o3)CC2)C1 (stereo unspecified)	-23%	13
COc1cccc(CNc2nc3cc(-c4ccccc4)sc3c(=O)n2C)c1	4%	-3
Cc1ccccc1Cn1c(CCNC(=O)C(C)C)nc2ccccc21	7%	8
Cc1cccc(C)c1NC(=O)C1(C)CN(S(C)(=O)=O)CC(=O)N1CCCn1ccnc1 (stereo unspecified)	-20%	4
CC(C)(C)C1CCc2c(sc3c2C(c2ccc(O)cc2)CC(=O)N3)C1 (stereo unspecified)	?	8
COC(=O)C1=C(C)OC(n2cccc2)=C(C#N)C1c1cccc(OC)c1OC (stereo unspecified)	4%	11
COc1ccc2[nH]c(C)c(C(=O)CN3CCC(Cc4ccccc4)CC3)c2c1	25µM*	-2
COc1ccc2c(COC(=O)c3ccccc3OC)cc(=O)oc2c1	-26%	8
COc1ccccc1NS(=O)(=O)c1ccc(-c2cnc(C)o2)cc1	5%	6
Cc1ccc(CCNC(=O)c2cc(C)nc3c(C)cccc23)cc1	18%	-9
O=C(O)c1ccc2ccccc2n1	?	2
N#CCCn1cc(-c2csc(NC3CCCC3)n2)c2ccccc21	6.3µM*	15
CC1(C)CC(NC(=S)Nc2ccccc2F)CC(C)(C)N1	?	-3
O=C(NC1CCCC1)C(c1ccccc1)n1c(CSCCOc2ccccc2)nc2ccccc21 (stereo unspecified)	-41%	-5
Cc1ccccc1-c1nc(C#N)c(N2CCN(Cc3ccccc3)CC2)o1	-3%	-8
O=c1[nH]c(N2CCOCC2)nc2nccc(-c3ccccc3)c12	-34%	8
Cc1ccc(NS(=O)(=O)c2cc(NC(=O)Cc3n[nH]c(=O)c4ccccc34)ccc2C)c(C)c1	?	-2
CCCCNC(=O)c1ccc2nc(CC)c(N(CC)CCN(C)C)n2c1	0%	-2
COc1cc2c(cc1OC)/C(=C/C(C)=O)OC2	-18%	-1
Clc1ccc2nc(-c3cccc(Br)c3)c(Cc3ccsc3)n2c1	?	-2
COc1cc(CN2C[C@@H](CO)O[C@@H](n3cnc4c(N5CCCC5)ncnc43)C2)cc(OC)c1OC	-20%	-4
Cc1cc(N2C(=O)CCS2(=O)=O)ccc1S(=O)(=O)NC(C)C	12%	-7
CC(=O)c1ccc(NC(=O)C(C)OC(=O)c2nc(-c3ccccc3)oc2C)cc1 (stereo unspecified)	7%	5
Cc1ccc(/C=C2\Oc3cc(OS(=O)(=O)c4ccc(C)cc4)ccc3C2=O)cc1	-24%	7
O=C(NC(c1ccccc1)c1ccccc1)c1n[nH]c(=O)c2ccccc12	23%	-7
CC(C)OCCCNC(=O)c1cc2cc(S(=O)(=O)N(C)C)ccc2n1Cc1ccccc1	-1%	-6
CC(C)C(=O)N/N=C/C=C/c1ccccc1	0%	3
O=C(Nc1ccc2c(c1)OCCO2)C(C1CC1)N1CCN(c2ccc(C(F)(F)F)cn2)CC1 (stereo unspecified)	1%	-5
Cc1ccc(C(=O)/C=C/c2ccc(-c3ccccc3)cc2)cc1[N+](=O)[O-]	-26%	1
COc1cccc(-c2ocnc2C(=O)Nc2cccc(C)c2C)c1	26%	13

Some values from the results shown:
In ALOX12 inh, `O=C(NC(c1ccccc1)c1ccccc1)c1n[nH]c(=O)c2ccccc12` has 23%
In ALOX12 inh, `CC(C)OCCCNC(=O)c1cc2cc(S(=O)(=O)N(C)C)ccc2n1Cc1ccccc1` has -1%
In LDHA block, `O=C(Nc1ccc2c(c1)OCCO2)C(C1CC1)N1CCN(c2ccc(C(F)(F)F)cn2)CC1` (stereo unspecified) has -5
In ALOX12 inh, `COc1cccc(-c2ocnc2C(=O)Nc2cccc(C)c2C)c1` has 26%
In ALOX12 inh, `Cc1ccc(C(=O)/C=C/c2ccc(-c3ccccc3)cc2)cc1[N+](=O)[O-]` has -26%

Carrying on.
SMILES	ALOX12 inh	LDHA block
CC(C)C(=O)Nc1c(C(=O)Nc2cccc(F)c2)oc2ccccc12	-38%	2
O=C(NCCCOCC1CC1)c1cc(=O)[nH]c2ccccc12	?	-15
O=C(COc1ccc(C2SCCCS2)cc1)Nc1ccc(F)cc1	-5%	5
NS(=O)(=O)c1cccc2nsnc12	11%	-4
COc1ccc(Cc2c(-c3ccc(F)cc3)nc3ccc(Cl)cn23)c(C)c1	28µM*	-1
CN1CCC2(CC1)Oc1ccccc1C1CC(c3ccc(Cl)c(Cl)c3)=NN12 (stereo unspecified)	?	-3
COc1ccc(CCNC(=O)C(C(C)C)N2Cc3ccccc3C2=O)c(OC)c1OC (stereo unspecified)	37%	6
Oc1ccc(C[C@@H](CN2CCC[C@@H]2CN2C(=S)NC[C@@H]2Cc2ccccc2)N2C[C@H](Cc3ccccc3)N(CCc3ccccc3)C2=S)cc1	-21%	-16
COc1cccc(-c2cc3nc(NCc4cccnc4)n(C)c(=O)c3s2)c1	6%	-1
COc1cc(OC)c(C2=CCN(C(=O)c3ccc(OCc4noc(C)n4)cc3)CC2)c(OC)c1	-8%	0
Cc1ccc(-n2nc(N3CCN(C(=O)Nc4ccccc4C)CC3)ccc2=O)cc1C	1%	-7
Nc1nc(N)c(N=O)c(Nc2ccc(Cl)c(Cl)c2)n1	-1%	-7
CCc1cc(=O)oc2cc(OC(C)C(=O)NC3CCCCCC3)ccc12 (stereo unspecified)	?	2
COc1ccc(N2C(=O)CN(C3CCCCC3)[C@H]3CS(=O)(=O)C[C@H]32)cc1	10µM*	3
CCOC(=O)CSc1nnc2c3c(c(C#N)c(Nc4ccc(C)cc4)n12)CC(C)(C)OC3	16%	-18
COc1ccc2c(CN3CCOCC3)cc(=O)oc2c1	-3%	0
O=C(Nc1ccc(Cl)cc1F)c1nccnc1-c1nc2ccccc2s1	?	-7
Cc1ccc(F)c(NC(=O)CCc2c(C)nc(C)[nH]c2=O)c1	11%	4
CCCCNC(=O)CCc1c[nH]c2ccccc12	1%	-20
CCCn1nc(C(=O)NCc2cccc(Cl)c2)c2ccccc2c1=O	?	3
CCOC(=O)/C=C1/CCC(C=O)=C1N1CCOCC1	?	9
CCCCCNc1nc2c(c(=O)n(C)c(=O)n2C)n1Cc1ccccc1F	22%	16
Cc1scnc1C12CC3CC(CC(C3)C1)C2	0%	-1
